# Screening data: PubChem, Sanford-Burnham Center for Chemical Genomics
# SENP8 block-1 = inhibitors of human SENP8 protease; Q96LD8; purified SENP8, Z-RLRGG-aminoluciferin cleavage, luminescence; inhibition, % at 10 µM; hit rate 1.2% among 330,000; AID 2540; in the data active = inhibition above about 50%
# Target sequence (Q96LD8 whole entry, looked up): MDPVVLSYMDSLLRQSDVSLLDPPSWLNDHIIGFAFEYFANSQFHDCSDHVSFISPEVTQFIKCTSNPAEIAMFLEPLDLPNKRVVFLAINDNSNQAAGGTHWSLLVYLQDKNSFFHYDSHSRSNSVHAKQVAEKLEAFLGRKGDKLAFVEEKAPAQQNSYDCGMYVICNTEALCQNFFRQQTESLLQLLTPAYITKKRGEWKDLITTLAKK
# PfG6PD inh = PfG6PD (Plasmodium falciparum) enzyme inhibition | PfGluPho enzyme, NADPH resazurin-diaphorase fluorescence | inhibition, % at 20 µM | hit rate 0.78% among 350,000 | AID 504690;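 active = inhibition reaching at least a set limit at 20 µM in the primary screen, cut at about 59% in these data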;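 also: 0% = DMSO wells with substrate and 100% = DMSO wells lacking glucose-6-phosphate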
# SENP1 FRET inh = SENP1 (human) catalytic domain inhibition; Q9P0U3; recombinant SENP1 catalytic domain, CyPet-SUMO1-YPet FRET cleavage; inhibition, % at 10 µM; hit rate 0.21% among 360,000;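 active = inhibition at least 30% at 10 µM, raw YFP signal under a set limit, fluorescence ratio 0.5 to 1.5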;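 also: 0% = enzyme with DMSO and 100% = no enzyme wells; some results filed as inactive read as strong as hits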
# Target sequence (Q9P0U3 419-644 limits assumed): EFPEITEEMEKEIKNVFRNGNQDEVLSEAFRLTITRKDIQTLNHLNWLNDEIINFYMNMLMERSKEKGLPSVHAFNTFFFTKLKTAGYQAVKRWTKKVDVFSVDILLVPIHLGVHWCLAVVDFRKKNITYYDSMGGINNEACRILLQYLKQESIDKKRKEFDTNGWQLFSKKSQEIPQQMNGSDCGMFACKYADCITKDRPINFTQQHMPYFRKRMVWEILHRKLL
#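 Controls: no-enzyme wells low, DMSO-plus-enzyme wells high control. Test system: human recombinant His6-tagged SENP1 catalytic domain enzyme. Reagent: SFCypet-SUMO1-SFYpet FRET protein substrate, 25 nM final. Doses: one dose per compound, 10 µM, 0.5% DMSO. Detection: FRET, CFP and YFP emission. Timing: 50 min reaction at room temperature.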
# SENP8 block-2 = blocks human SENP8 cleavage of Nedd8 substrate; hit rate 0.64% among 360,000; AID 602440; recombinant SENP8, Nedd8 substrate fluorescence; inhibition, % at 20 µM; Q96LD8; in the data active = inhibition mostly above about 40%, no sharp cut-off; inactive = mostly below about 27%
# SENP6 inh = inhibitors of human SENP6 protease; Recombinant SENP6 catalytic domain, aminoluciferin luminescence; inhibition, % at 10 µM; hit rate 1.8% among 330,000; AID 2599;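 active = inhibition above about 50% at the single tested dose, limit read from the data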;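 also: plate controls were DMSO wells with enzyme for no effect and DMSO wells lacking enzyme for full effect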
# Apaf1 inhib = human Apaf-1 inhibition; reconstituted apoptosome caspase-3 activity, DEVD-Rh110 fluorescence; inhibition, % at 20 µM; hit rate 0.71% among 330,000; AID 489030; active = inhibition of at least 40% at 20 µM;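 also: plate controls were DMSO wells for no effect and DEVD-CHO caspase inhibitor wells for full effect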
#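 Medium: Hepes buffer, pH 7.5 / System: biochemical Apaf-1 apoptosome reconstitution / Measured by: Rh110 fluorescence, excitation 480 nm, emission 540 nm / Times: compound with Apaf-1, dATP, procaspase-3 30 min, then 50 min reaction, room temperature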
# HKDC1 inhibitor = blocks human hexokinase HKDC1 activity; Q2TB90; recombinant HKDC1, G6PDH/diaphorase resazurin coupled fluorescence; inhibition, % at 20 µM; hit rate 0.16% among 340,000; AID 493160;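 active = inhibition above about 35% when tested at 20 µM, limit read from the data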;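 also: plate controls were DMSO wells with enzyme for no effect and DMSO wells lacking enzyme for full effect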
#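 Material: recombinant HKDC1 hexokinase; Amount: HKDC1 at 5 µg/mL; Medium: Tris pH 8.0 buffer with MgCl2, Tween-20, BSA, BME; Schedule: 90 min reaction incubation at room temperature, dark; Technique: coupled resazurin fluorescence, excitation 525 nm, emission 613 nm.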
# SENP7 inh = SENP7 protease inhibition; inhibition, % at 5 µM; hit rate 1.5% among 330,000; recombinant SENP7, Z-RLRGG-aminoluciferin luminescence, 40 min; Q9BQF6; AID 434973;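 active = inhibition above about 50% at the single test dose, limit read from the data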;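 also: plate controls were DMSO with enzyme for no effect and no enzyme buffer wells for full effect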
# Target sequence (Q9BQF6 706-1050 limits assumed): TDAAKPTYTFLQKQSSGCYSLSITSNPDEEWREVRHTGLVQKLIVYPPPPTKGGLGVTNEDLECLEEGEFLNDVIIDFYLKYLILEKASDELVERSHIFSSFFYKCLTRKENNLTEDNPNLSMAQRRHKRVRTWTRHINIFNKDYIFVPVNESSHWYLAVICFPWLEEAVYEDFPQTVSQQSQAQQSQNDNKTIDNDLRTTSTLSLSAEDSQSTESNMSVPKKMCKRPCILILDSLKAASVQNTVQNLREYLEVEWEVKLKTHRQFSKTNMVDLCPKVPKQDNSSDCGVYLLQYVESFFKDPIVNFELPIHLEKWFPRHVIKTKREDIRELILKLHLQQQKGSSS
# * = called active by the depositor; i = inactive; . = no result given. Random draw from the library. About 3.6% of those tested had a hit in this group.
SMILES,SENP8 block-1,PfG6PD inh,SENP1 FRET inh,SENP8 block-2,SENP6 inh,Apaf1 inhib,HKDC1 inhibitor,SENP7 inh
Fc1cc(Br)ccc1NC(=S)Nc1ccccc1,1,-9,2,26,10,1,-9,5
CCOC(=O)C1=C(C)N(c2ccccc2)C(=O)C1CC(=O)O (stereo not drawn),-5,5,4,-6,-13,-4,3,5
O=C(COc1cccnc1[N+](=O)[O-])N1CCN(S(=O)(=O)c2ccccc2)CC1,-3,-9,2,26,-13,-6,-6,3
CC1(C)CC(NC2C3CC4CC(C3)CC2C4)CC(C)(C)N1 (stereo not drawn),5,-3,1,34,-32,3,-4,9
CCCCOC(=O)c1ccc(NC(=S)NC(=O)c2c(Cl)cnn2C)cc1,-6,-4,-1,32,-18,25,2,-2
O=C(CSc1nnc(-c2cccnc2)o1)Nc1cccc(F)c1,-2,29,2,14,-8,1,4,-11
Cc1ccc(NC(=O)c2sc3nc(N)c(C#N)cc3c2N)cc1,3,10,-29,-104,-5,10,-9,18
COc1ccccc1-n1cnnc1SC(C)C(=O)Nc1ccc(NC(C)=O)cc1 (stereo not drawn),5,5,2,3,-6,-11,-7,3
O=C(Nc1nnc(C2COc3ccccc3O2)o1)c1ccc(F)cc1 (stereo not drawn),-17,2,1,16,-13,2,-13,-8
COc1cc(OC)c(/C=N/NC(=O)Cn2nc([N+](=O)[O-])cc2C)c(OC)c1,-4,-12,0,0,-2,-18,-1,-6
COc1ccccc1NC(=O)c1sc2ncn(CC(=O)N3CCC(C)CC3)c(=O)c2c1C,5,4,-2,-100,16,8,-3,14
COc1ccc(CCNC(=O)COc2ccc(S(=O)(=O)N3CCOCC3)cc2C)cc1,-1,7,2,2,-2,0,8,0
COc1ccccc1C(=O)NCCC(=O)Nc1ccc(S(=O)(=O)Nc2ncccn2)cc1,-7,-4,-2,12,5,-16,-1,2
CN(C)S(=O)(=O)c1ccc(NC(=O)CSc2nc3ccccc3n2-c2ccccc2)cc1,-2,-1,1,20,-15,-7,-10,-2
CCOc1ccccc1NC(=O)NNS(=O)(=O)c1cc(OC)ccc1OC,-2,4,2,7,13,7,-4,-2
O=C(COC(=O)COc1ccc2c(c1)CCC2)Nc1ccccc1,-14,-17,5,11,-7,-5,0,3
Cc1ccc(Cc2nnc(SCC(=O)Nc3c(C)cccc3C)[nH]c2=O)cc1,8,-26,3,10,2,-4,6,-5
CN(C(=O)c1cccc(NC(=O)Cc2cccc([N+](=O)[O-])c2)c1)C1CC1,5,11,-2,9,2,5,-1,-6
COc1ccc(C(=O)CN2C(=O)c3ccccc3S2(=O)=O)cc1Br,-1,-3,-2,-18,-6,13,-4,0
COc1cc2cccc(OC)c(=O)c2c(OC)c1OC,-6,9,-1,12,-2,-10,13,6
Cc1ccc(NC(=O)COC(=O)/C=C/c2ccco2)cc1S(=O)(=O)N(C)C,-4,3,-2,-2,-8,8,-4,-1
CCOc1nc(-c2ccc(OC)cc2)ccc1-c1noc(-c2ccncc2)n1,.,-11,-4,14,.,.,-7,.
COc1ccc(CCNC(=O)CSc2nc3c(c(=O)n(C)c(=O)n3C)n2C)cc1OC,-5,-3,2,15,-6,-4,-2,-1
COCCCNC(=O)/C(C#N)=C/c1cccc(NC(=O)c2ccccc2Cl)c1,1,3,-22,-15,-12,-5,-4,-5
O=C(NCCc1ccccc1Cl)c1ccc2nc3ccccc3c(=O)n2c1,-1,-13,-102,-321,-14,17,7,0

# Structural class: the compounds so far containing sulfur (15)
SMILES,SENP8 block-1,PfG6PD inh,SENP1 FRET inh,SENP8 block-2,SENP6 inh,Apaf1 inhib,HKDC1 inhibitor,SENP7 inh
Fc1cc(Br)ccc1NC(=S)Nc1ccccc1,1,-9,2,26,10,1,-9,5
O=C(COc1cccnc1[N+](=O)[O-])N1CCN(S(=O)(=O)c2ccccc2)CC1,-3,-9,2,26,-13,-6,-6,3
CCCCOC(=O)c1ccc(NC(=S)NC(=O)c2c(Cl)cnn2C)cc1,-6,-4,-1,32,-18,25,2,-2
O=C(CSc1nnc(-c2cccnc2)o1)Nc1cccc(F)c1,-2,29,2,14,-8,1,4,-11
Cc1ccc(NC(=O)c2sc3nc(N)c(C#N)cc3c2N)cc1,3,10,-29,-104,-5,10,-9,18
COc1ccccc1-n1cnnc1SC(C)C(=O)Nc1ccc(NC(C)=O)cc1 (stereo not drawn),5,5,2,3,-6,-11,-7,3
COc1ccccc1NC(=O)c1sc2ncn(CC(=O)N3CCC(C)CC3)c(=O)c2c1C,5,4,-2,-100,16,8,-3,14
COc1ccc(CCNC(=O)COc2ccc(S(=O)(=O)N3CCOCC3)cc2C)cc1,-1,7,2,2,-2,0,8,0
COc1ccccc1C(=O)NCCC(=O)Nc1ccc(S(=O)(=O)Nc2ncccn2)cc1,-7,-4,-2,12,5,-16,-1,2
CN(C)S(=O)(=O)c1ccc(NC(=O)CSc2nc3ccccc3n2-c2ccccc2)cc1,-2,-1,1,20,-15,-7,-10,-2
CCOc1ccccc1NC(=O)NNS(=O)(=O)c1cc(OC)ccc1OC,-2,4,2,7,13,7,-4,-2
Cc1ccc(Cc2nnc(SCC(=O)Nc3c(C)cccc3C)[nH]c2=O)cc1,8,-26,3,10,2,-4,6,-5
COc1ccc(C(=O)CN2C(=O)c3ccccc3S2(=O)=O)cc1Br,-1,-3,-2,-18,-6,13,-4,0
Cc1ccc(NC(=O)COC(=O)/C=C/c2ccco2)cc1S(=O)(=O)N(C)C,-4,3,-2,-2,-8,8,-4,-1
COc1ccc(CCNC(=O)CSc2nc3c(c(=O)n(C)c(=O)n3C)n2C)cc1OC,-5,-3,2,15,-6,-4,-2,-1

# (next part)
SMILES,SENP8 block-1,PfG6PD inh,SENP1 FRET inh,SENP8 block-2,SENP6 inh,Apaf1 inhib,HKDC1 inhibitor,SENP7 inh
COc1cccc(CN2CCC(C(=O)N3CCN(Cc4ccc5c(c4)OCO5)CC3)CC2)c1,2,1,1,8,-15,-7,-8,3
CC(=O)c1ccc(OC(=O)c2ccc(Br)o2)cc1,-2,-5,0,9,-24,-3,0,-7
COc1ccc2nc3oc(C(=O)N4CCCCC4)cc3cc2c1,-6,17,0,-480,10,4,8,3
Cc1nc([N+](=O)[O-])c(Sc2nc3ccccc3n2C)n1Cc1ccccc1,-6,42,-13,26,-13,-5,30,-3
O=C(CSc1nccn(-c2ccc(Br)cc2)c1=O)NCc1ccccc1,-7,6,1,i,-8,18,0,6
COc1ccc(S(=O)(=O)N2CC=C(C(=O)Nc3ccc(NC(C)=O)cc3)CC2)cc1,-8,15,-1,9,13,6,-12,1
C/C(=N\N=C\c1ccccc1)c1nnn(-c2nonc2N)c1C,-1,-13,3,30,-6,-5,1,-1
C=CCN1CCN(C(=O)c2cc3c(s2)CCCC3)CC1,4,4,0,3,-2,7,-3,-2
O=C(CN1C(=O)NC2NC(=O)NC21)NC1CCCCC1 (stereo not drawn),0,-11,4,14,3,-26,-4,1
CCOc1ncccc1C(=O)OCC(=O)Nc1ccc(Cl)cn1,4,-13,2,13,3,-3,0,4
Nc1ncnc2c1ncn2C1OC(CO)C(O)C1O (stereo not drawn),-5,-10,-1,2,15,0,-6,3
CC1CCCCC12NC(=O)N(CC(=O)N1CCN(S(=O)(=O)/C=C/c3ccccc3)CC1)C2=O (stereo not drawn),-9,5,0,6,-26,15,1,-14
COc1ccccc1N1CCN(CCCNc2c(C)c(=O)n(C)c(=O)n2C)CC1,0,-4,-1,9,-2,-10,-1,1
CCn1c(Oc2ccccc2F)nc2c1c(=O)n(C)c(=O)n2C,6,-11,1,11,17,-3,-7,0
Cc1noc2ncnc(Oc3ccc(Cl)cc3Cl)c12,2,-8,-2,14,-10,-3,-6,3
CCc1ccc(NC(=O)CSc2nnc(-c3cccs3)n2CC)cc1,-14,38,0,27,-15,8,-2,15
O=c1cc(CSc2ccc(Cl)cc2)nc(-c2ccccn2)[nH]1,-7,-10,3,17,-20,11,3,-6
COc1ccc(-n2nc(C(=O)NCC(=O)NCc3ccccc3OC)c3ccccc3c2=O)c(OC)c1,0,1,3,-35,10,9,-2,-9
CC(=O)OCCC(NS(=O)(=O)OCC(Cl)(Cl)Cl)c1ccccc1 (stereo not drawn),-6,10,2,15,-10,11,-1,-4
Cc1ccc(OCc2nnc(SC(C)C(=O)O)n2-c2ccccc2)cc1 (stereo not drawn),-12,-12,0,10,-37,6,-4,-6
CC(=O)c1ccc(N(CC(=O)NC2CCCC2)C(=O)c2csnn2)cc1,-9,6,0,9,-8,8,-5,-2
Nc1nc(-c2cccnc2)nn1C(=O)c1ccc(F)cc1,.,-8,2,10,.,.,-8,.
O=C(CC(CC(=O)c1ccccc1)c1ccncc1)c1ccccc1,.,2,2,2,.,.,-1,.
CCc1nnc(SCc2cccc(F)c2)nc1CC,-9,4,2,0,-4,14,-4,7
Cc1c(Nc2ccc(C=O)cc2)c(=O)n(-c2ccccc2)n1C,3,-2,27,-6,-1,1,7,-2

# Additional entries follow:
SMILES,SENP8 block-1,PfG6PD inh,SENP1 FRET inh,SENP8 block-2,SENP6 inh,Apaf1 inhib,HKDC1 inhibitor,SENP7 inh
Cc1cc(=O)oc2c(CN3CCN(C)CC3)c(O)c(Cl)cc12,-7,5,-106,-413,-8,5,-4,-9
COc1ccc(C2=NOC(C(=O)N3CCOCC3)C2)cc1OC (stereo not drawn),3,-10,1,19,1,-1,2,5
O=C(COc1ccc2c(-c3ccccc3)cc(=O)oc2c1)NCc1ccccn1,10,8,2,-1,8,-3,9,3
CCOCCCNc1ncnc2c1[nH]c1ccccc12,-3,5,0,-219,-6,-9,-3,2
CN(C)c1ccc(/C=N\NC(=S)SCN2C(=O)C3CCC(C)(C2=O)C3(C)C)cc1 (stereo not drawn),2,8,-20,i,2,-7,-25,0
CCC(C)(C)NC(=O)C(C(C)C)N(CC1CCCO1)C(=O)CNS(=O)(=O)c1ccccc1 (stereo not drawn),7,11,1,6,14,1,-3,12
COc1ccc(F)cc1S(=O)(=O)N1CCCC(C)C1 (stereo not drawn),-5,-16,3,-2,-7,-23,-12,11
COc1cc(NC(=O)C2CCCCC2)c(OC)cc1NC(=O)c1ccccc1,5,10,-11,9,-8,10,3,9
Cn1nccc1C(=O)N/N=C/c1cccnc1,61*,-10,0,15,-13,-8,-4,9
CC1=C(C(=O)OC(C)C)C(C2CC=CCC2)NC(=O)N1 (stereo not drawn),-2,-13,-1,4,1,-2,-8,3
CCn1c(SCC(=O)N2CCN(c3ccccc3)CC2)nnc1-c1cc2cc(Cl)ccc2o1,-4,4,0,-33,-1,4,-9,-8
CCC(=O)c1ccc(OCC(=O)Nc2nn3cnnc3s2)cc1,37,-31,-3,8,-9,3,7,-1
CN(C)/C=C/C(=O)c1nn(-c2ccc(F)cc2)ccc1=O,2,-1,1,-7,-14,-8,5,6
CCCCNC(=O)C1CC(c2c(Cl)cccc2Cl)=NO1 (stereo not drawn),-5,-9,1,12,-12,-2,-1,1
O=C(CN(C(=O)CCC(=O)Nc1ccccn1)c1cccc(F)c1)NCc1ccco1,5,2,-1,-1,-10,3,0,-1
